Screening results (PubChem)
Myeloid diff MLP: promotes myeloid progenitor differentiation | ER-HoxA9 myeloid progenitors, lysozyme-GFP differentiation, flow cytometry | AID 624256 | calls only at 10 µM | actives 1% (n = 360,000);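 active means normalized GFP-positive differentiation at or above the plate's own cutoff, the solvent-only control mean plus 3 SD; inconclusive means no clear call, values can overlap the other calls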;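 further: cells exposed to compound for four days before flow analysis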
AID2073: disruptors of CaV2.2 binding to Mint1 – biochemical, HTRF (AID 2073); actives 0.19% (n = 290,000); HTRF protein-protein interaction, Mint1-CaV2.2; higher % means a stronger effect; inhibition, % at 20 µM, or IC50 in µM where a hit was titrated; in the data active means inhibition mostly above about 51%, no sharp cut-off; inconclusive means no clear call, values can overlap the other calls; inactive means mostly below about 53%; further: some results filed as inactive read as strong as hits
LYP inhibition: PTPN22 lymphoid phosphatase activity blockers – biochemical, fluorescence intensity, uHTS (AID 1779). recombinant LYP phosphatase, fluorescence intensity; higher % means a stronger effect. one-dose inhibition, % at 11.5 µM; IC50 in µM for titrated hits. actives 0.054% (n = 290,000);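 further: plate controls were vehicle with enzyme for no effect and no enzyme for full effect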
Hep lipid drop: hepatic lipid droplet formation modulation; inhibition, % at 6.5 µM; AML12 mouse hepatocytes, oleate lipid droplets, BODIPY imaging; actives 0.4% (n = 240,000);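 active means lipid droplet intensity inhibited by at least 50%, with more than 500 cells counted; inconclusive means wells with under 300 cells, treated as cytotoxic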
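Assay system: AML12 mouse liver cells | Compound: 6.5 µM single-point dosing | Schedule: Overnight exposure | Technique: Fluorescence imaging, 20x objective, two fields per well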
XIAP antagonists: small molecules displacing peptide from XIAP – biochemical, IAP family, fluorescence polarization (AID 1018); actives 0.007% (n = 200,000); XIAP BIR domain, fluorescence polarization peptide displacement; higher % means a stronger effect; displacement, % at 20 µM, or IC50 in µM where a hit was titrated; in the data active means displacement above about 50%; further: a part of the inactive calls stands beside numbers as strong as those of hits
NOD2 inhibition: NOD2 signaling inhibitors, cell-based, luminescence, uHTS, HEK293 (AID 1566); HEK293 NOD2/NF-kB luciferase reporter, luminescence; higher % means a stronger effect; inhibition, % at 4 µM, or EC50 in µM where a hit was titrated; actives 0.63% (n = 290,000); further: many of its hits are not listed in these tables
Siah-1 displacement: Siah-1 peptide-binding antagonists, primary screen, biochemical, fluorescence polarization, rhodamine-plectin, uHTS (AID 1817). Siah-1 / rhodamine-plectin peptide fluorescence polarization; higher % means a stronger effect. one-dose displacement, % at 20 µM; IC50 in µM for titrated hits. actives 0.02% (n = 290,000);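 active means displacement of at least 50% at 20 µM, with a fluorescence ratio check between 0.3 and a set limit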;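 further: plate controls were Siah plus tracer with DMSO for no effect and tracer alone without Siah for full effect; strong numbers were not always called active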
NS5 inhibitors: flavivirus cap methylation enzyme inhibition – biochemical, confirmation dose response, primary screen (AID 588689); Dengue-2 NS5 methyltransferase capping enzyme assay, biochemical; higher % means a stronger effect; inhibition, % at 25 µM; hits with a dose series show IC50 in µM; actives 0.3% (n = 340,000); in the data active means a potency from the dose series; inconclusive means inhibition above about 29% without an active follow-up result
HIV fusion peptide: inhibitors of HIV fusion peptide binding, primary screen, biochemical, uHTS, fluorescence dequenching (AID 1986). cell-free peptide binding, fluorescence dequenching, 30 min; higher % means a stronger effect. inhibition, % at 20 µM; hits with a dose series show IC50 in µM. actives 0.3% (n = 290,000); in the data active means inhibition mostly above about 52%, no sharp cut-off; inactive means mostly below about 76%; further: some results filed as inactive read as strong as hits
Hep lipid drop cells 6.5 µM: also measured in Hep lipid drop; calls as there; cell count; measured here: cell count, cytotoxicity flag;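 cells counted across two imaged fields per well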
Myeloid diff MLP GFP+ MAC1+ %: recorded beside Myeloid diff MLP, whose call it bears; GFP+ MAC1+ double positive, %; measured here: differentiation confirmed by MAC1 staining
* hit, by the source's call; i = inactive; u = inconclusive; x = no result given; + = active, no number. Unless noted, no stated cut-off is given here; in the data, active means inhibition above about 50%; inactive means the rest.

Compound	Myeloid diff MLP	Myeloid diff MLP GFP+ MAC1+ %	AID2073	LYP inhibition	Hep lipid drop	Hep lipid drop cells 6.5 µM	XIAP antagonists	NOD2 inhibition	Siah-1 displacement	NS5 inhibitors	HIV fusion peptide
N=c1c(C(=O)NC2CCCC2)cc2c(=O)n3ccccc3nc2n1CCCN1CCOCC1	i	1.2	22%	-46%	-7	836	x	12%	-6%	-2%	-0.4%
CSc1ccc(/C=C(\NC(=O)c2ccc(C)cc2)C(=O)NN)cc1	i	0.6	-3%	2%	6	670	x	-9%	-4%	x	-1.9%
C/C(N)=C(/C#N)C(=O)CSc1cc(C)c2ccccc2n1	i	0.2	-1%	-3%	-29	561	-4.8%	14%	0%	-6%	-1.7%
COc1ccc(/C=C2/CCc3ccccc3C2=O)cc1OC	i	0.6	12%	-8%	-2	630	-6.5%	-45%	7%	-5%	5.0%
Cc1cc(C(=O)CN2C(=O)CCC2=O)c(C)n1Cc1ccccc1	+	3.1*	17%	-6%	x	x	-1.6%	23%	-4%	-2%	0.7%
Cc1ccc(CN2CCN(Cc3ccccc3)C(CCO)C2)s1 (configuration not stated)	i	0.3	0%	0%	-22	681	-4.5%	1%	1%	-3%	1.1%
CC(=O)N1N=C(c2ccncc2)OC12CCCCC2	x	x	26%	-13%	x	x	-2.5%	17%	-1%	0%	4.2%
CCC(=O)Nc1sc(C(=O)Nc2ccccc2F)c(C)c1C(=O)OC	i	0.2	7%	-1%	-3	690	2.2%	-95%	0%	5%	1.1%
Cc1ccc(CNC(=O)c2ccc(NC(=O)CCS(=O)(=O)c3cccs3)cc2)cc1	i	0.6	-2%	-2%	5	800	-6.3%	2%	1%	6%	1.3%
CCCCCCC(=O)N/N=C/Cc1ccccc1	i	0.5	-2%	-5%	x	x	-1.7%	-4%	0%	6%	-1.7%
CC(C)Oc1ccc(C(=O)Nc2ccc(S(=O)(=O)N3CCN(C)CC3)cc2)cc1	i	0.9	8%	-6%	2	768	x	16%	-4%	5%	-0.3%
O=C(Cn1nc2ccccc2n1)N/N=C/c1cc(Cl)cc([N+](=O)[O-])c1O	x	x	0%	0%	1	662	9.4%	12%	21%	1%	36%
O=C(CCCc1nc2ccccc2s1)NCc1ccccc1F	i	0.7	-12%	-5%	7	675	-5.9%	8%	0%	4%	-2.9%
O=c1cc2c(nn1Cc1ccccc1Cl)-c1ccccc1CC2	i	0.2	36%	-3%	17	766	-3.6%	22%	1%	-3%	-0.4%
CC(C)Cn1c(-c2ccc(F)cc2)n[nH]c1=S	i	0.8	-7%	1%	17	704	-2.9%	-6%	-2%	-11%	0.4%
O=C(c1ccc(N2CCCS2(=O)=O)cc1)N1CCN(c2ccc(F)cc2)CC1	i	0.3	8%	-6%	-11	795	x	8%	4%	-7%	-1.0%
CCOC(=O)c1ccc(COC(=O)CCc2nc(-c3ccccc3)c(-c3ccccc3)o2)cc1	i	0.7	-6%	-9%	20	812	-5.1%	3%	0%	2%	0.4%
O=C(N/N=C/c1ccc2c(c1)OCO2)c1ccc(Cl)cc1Cl	i	0.8	4%	4%	-16	758	x	1%	-2%	-6%	-1.4%
COc1cccc(-c2nn3c(-c4cccc(C)c4)nnc3s2)c1	i	5.5	-6%	-6%	x	x	-3.2%	-31%	2%	-3%	-2.6%
C/C(CCc1ccc2c(c1)OCO2)=N\NC(=O)c1ccc(C)cc1C	i	0.6	16%	-5%	9	698	-1.0%	6%	2%	1%	2.0%
COc1ccc(Br)cc1CNC(=O)C1CCCN(S(C)(=O)=O)C1 (configuration not stated)	i	0.7	-5%	-2%	-10	692	-10%	-1%	-3%	1%	-2.7%
Cc1ccc(NC(=O)CCc2nnc(SCC(=O)Nc3ccccc3C)n2C)cc1Cl	i	2.7	3%	-4%	x	x	-4.2%	4%	2%	-3%	-3.8%
Cc1ccc(-c2nc(CSc3nc4ccccc4c(=O)n3C)cs2)cc1	i	1.0	-3%	-7%	-8	701	-4.1%	20%	1%	-4%	0.3%
COc1ccccc1NC(=O)N1CCN(c2ccnc3cc(Cl)ccc23)CC1	i	0.3	11%	-13%	-9	642	x	1%	-3%	-7%	-0.5%
COCCn1c(Sc2ccccc2)nc2c1c(=O)[nH]c(=O)n2C	i	0.2	u	1%	x	x	-3.5%	-4%	0%	-9%	0.6%
CC(=O)Nc1ccc(C(=O)Cn2nnc3ccccc3c2=O)cc1	i	1.0	-5%	1%	x	x	-0.3%	-15%	5%	-2%	-0.2%
COCC(C)NCc1cc(Br)ccc1OC (configuration not stated)	i	0.2	1%	-8%	-4	718	-5.2%	-8%	-4%	7%	0.5%
CCN(CC)S(=O)(=O)c1ccc2c(c1)N(CC(=O)NCCCN1CC(C)CC(C)C1)C(=O)CO2 (configuration not stated)	i	0.7	-4%	-19%	-2	792	x	16%	-7%	-11%	1.6%
CCc1ccc(OCc2nnc(SCCN3CCOCC3)n2CC)cc1	i	0.6	11%	-4%	x	x	-3.1%	18%	7%	-2%	2.7%
Cc1cc(C(=O)COC(=O)c2ccc(N)c([N+](=O)[O-])c2)c(C)n1Cc1ccc2c(c1)OCO2	i	0.5	8%	2%	4	748	x	-11%	0%	1%	-0.6%
O=C(COc1ccc2ccccc2c1Br)N1CCN(c2ccccn2)CC1	i	0.9	23%	0%	7	765	-0.6%	-11%	0%	-7%	-3.0%
COC(C[C@H](O)[C@@H](C)[C@H](O)COCc1ccccc1)OC	i	1.8	10%	-9%	-1	715	x	17%	8%	-3%	2.4%
Cc1ccc(-c2n[nH]c3c2CCC3)cc1	i	2.0	-7%	-8%	4	790	-5.7%	3%	-1%	-5%	-1.1%
CCCn1c(=O)c(C(=O)NCc2ccc3c(c2)OCO3)c(O)c2ccccc21	i	0.7	18%	-9%	x	x	x	1%	12%	-9%	3.2%
COc1ccc(-c2[nH]ncc2CN(C)C(C)c2ccncn2)c(F)c1 (configuration not stated)	i	0.3	-3%	-6%	-2	654	-6.2%	10%	-2%	-1%	1.1%
CCOC(CCn1c(SCc2ccc([N+](=O)[O-])cc2)nc2ccccc2c1=O)OCC	i	0.6	-1%	0%	-38	476	-2.7%	14%	10%	2%	0.9%
COC(=O)CNC(=O)c1nn(-c2cccc(OC)c2)c(=O)c2ccccc12	i	0.5	4%	-7%	13	749	-1.2%	13%	-3%	-7%	-1.2%
CC(=O)Oc1c(-c2ccc(Br)o2)oc2ccccc2c1=O	i	3.1	16%	-8%	1	816	x	15%	32%	2%	4.4%
O=C(Nc1cccc(F)c1)c1c(O)c2ccccc2[nH]c1=O	i	0.4	11%	-8%	0	835	x	-17%	-8%	-2%	-1.5%
COc1cccc(C(C2C(=O)CC(C)(C)CC2=O)C2C(=O)CC(C)(C)CC2=O)c1	i	0.6	45%	-9%	-10	749	x	-1%	-1%	23%	0.4%
CCOC(=O)CCn1cc(F)c(=O)[nH]c1=O	i	0.3	2%	-10%	15	717	-6.0%	9%	4%	-5%	-1.0%
O=c1ccn(Cc2ccccc2)c(=O)n1Cc1ccccc1	i	1.4	1%	-4%	-9	753	-0.1%	9%	2%	-5%	-2.3%
COc1ccc(Cl)cc1NC(=O)NN1CCN(C)CC1	i	1.0	4%	-8%	-1	655	x	0%	6%	-7%	-0.4%
N#Cc1c(SCc2ccccc2)nc(N2CCOCC2)c2c1CCCC2	i	0.5	-11%	4%	x	x	-6.7%	-25%	-5%	-4%	-0.4%
COc1ccc(C(=O)NC(C)c2cnn(-c3ccccn3)c2C)o1 (configuration not stated)	i	0.2	16%	-13%	1	784	x	-7%	-2%	-9%	1.5%
Cc1ccccc1NC(=O)Cn1nc(C(=O)O)c2ccccc2c1=O	i	0.5	-1%	-10%	-3	775	x	23%	2%	3%	-0.2%
CCn1nc(C(=O)Nc2ccc(C)c(C)c2)c(Cl)c1Cl	i	0.6	10%	-3%	x	x	-3.9%	-12%	2%	0%	4.9%
Cc1ccc(/C=N/Nc2ccnc3cc(Cl)ccc23)c(C)c1	u	x	-2%	-29%	26	714	-1.6%	14%	-3%	2%	-14%
CC1(c2ccc(Cl)cc2)NC(=S)N2C1NC(=S)N2c1ccccc1 (configuration not stated)	i	0.4	-11%	-7%	15	684	x	-15%	-2%	-5%	-0.5%
O=C(Cn1c(=O)c(=O)n(Cc2ccccc2)c2ccc(Cl)cc21)Nc1ccc(F)cc1F	i	0.2	2%	-2%	4	646	-5.3%	-28%	1%	-9%	1.3%
O=C(NC1CCCCCCC1)C1=COCCO1	i	1.5	16%	-6%	-11	691	-2.1%	-5%	-3%	-7%	0.3%

Among those listed so far, six have an NH in an aromatic ring.
Compound	Myeloid diff MLP	Myeloid diff MLP GFP+ MAC1+ %	AID2073	LYP inhibition	Hep lipid drop	Hep lipid drop cells 6.5 µM	XIAP antagonists	NOD2 inhibition	Siah-1 displacement	NS5 inhibitors	HIV fusion peptide
CC(C)Cn1c(-c2ccc(F)cc2)n[nH]c1=S	i	0.8	-7%	1%	17	704	-2.9%	-6%	-2%	-11%	0.4%
COCCn1c(Sc2ccccc2)nc2c1c(=O)[nH]c(=O)n2C	i	0.2	u	1%	x	x	-3.5%	-4%	0%	-9%	0.6%
Cc1ccc(-c2n[nH]c3c2CCC3)cc1	i	2.0	-7%	-8%	4	790	-5.7%	3%	-1%	-5%	-1.1%
COc1ccc(-c2[nH]ncc2CN(C)C(C)c2ccncn2)c(F)c1 (configuration not stated)	i	0.3	-3%	-6%	-2	654	-6.2%	10%	-2%	-1%	1.1%
O=C(Nc1cccc(F)c1)c1c(O)c2ccccc2[nH]c1=O	i	0.4	11%	-8%	0	835	x	-17%	-8%	-2%	-1.5%
CCOC(=O)CCn1cc(F)c(=O)[nH]c1=O	i	0.3	2%	-10%	15	717	-6.0%	9%	4%	-5%	-1.0%

An excerpt, so the mix of outcomes need not match the whole.
